RXFP1 antagonist = blocks the human relaxin receptor RXFP1; Q9HBX9; HEK293-RXFP1, relaxin-stimulated cAMP HTRF, 30 min; hits give low values; activity change, negative = inhibition, % at 57.5 µM; 0.59% of 350,000 active;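 active = activity change of -60% or lower, but not beyond a set lower limit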; note: % is set by controls: 0 for no effect and ±100 for the full control effect
D2 ag = activates the human D2 dopamine receptor; P14416; HEK293 T-REx D2 cells, calcium flux agonist mode; activation, % at 2 µM; 0.53% of 340,000 active; AID 485358;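 active = activation over 3 SD above normal in the single-dose calcium agonist read, cut at about 30% in these data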; note: 0% is about no effect
Target sequence (P14416 whole entry, looked up): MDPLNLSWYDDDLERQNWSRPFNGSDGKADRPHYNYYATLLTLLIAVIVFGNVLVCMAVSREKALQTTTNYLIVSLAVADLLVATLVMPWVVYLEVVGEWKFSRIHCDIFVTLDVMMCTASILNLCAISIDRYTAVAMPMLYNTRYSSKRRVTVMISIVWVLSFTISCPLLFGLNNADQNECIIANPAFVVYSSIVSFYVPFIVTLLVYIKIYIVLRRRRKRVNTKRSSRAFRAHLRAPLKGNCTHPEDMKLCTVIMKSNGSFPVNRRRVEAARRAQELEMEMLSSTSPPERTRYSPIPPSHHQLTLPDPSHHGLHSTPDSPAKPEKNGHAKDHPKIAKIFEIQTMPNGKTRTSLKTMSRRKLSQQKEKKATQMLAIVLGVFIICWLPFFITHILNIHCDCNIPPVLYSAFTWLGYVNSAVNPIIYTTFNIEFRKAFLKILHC
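HEK293 Trex D2 cells, tetracycline-induced, o/n 30 C 5% CO2; no-wash Ca dye, RT 30–90 min; 10-cycle baseline, 23 nl cpd added, kinetic Ca read 180 s; agonist hits = positive Ca response.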
D2 PAM = D2 dopamine receptor (human) potentiation | P14416 | HEK293 T-REx D2, calcium flux, EC20 dopamine potentiation | potentiation, % at 10 µM | 0.34% of 340,000 active | AID 485347;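 active = potentiation over 3 SD above the plate norm, cut at about 30% in these data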; note: 0% is about no effect
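Using a no-wash calcium dye in inducible, force-coupled HEK293 Trex cells expressing D2, we tracked fluorescence each second for 180 s after compound, then for 180 s after EC20 dopamine to detect augmented signalling.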
D2 antagonist = antagonists of human D2 dopamine receptor; P14416; HEK293 TREx D2 cells, calcium flux, dopamine EC80; inhibition, % at 10 µM; 2% of 340,000 active; AID 485344; in the data active = inhibition above about 30%; note: 0% is about no effect
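Tetracycline-induced HEK293 T-REx cells expressing D2 force-coupled to calcium signalling were dye-loaded, exposed to compound for 180 s, then challenged with an EC80 of dopamine; calcium flux was followed kinetically for a further 180 s.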
D1 potentiator = human D1 dopamine receptor positive modulation; P21728; potentiation, % at 10 µM; AID 504651; HEK293 TREx D1 cells, calcium flux, dopamine EC20 potentiation; 0.036% of 360,000 active; in the data active = potentiation above about 30%; note: 0% is about no effect
D1 agonist = activates the human D1 dopamine receptor. P21728. HEK293 T-REx D1 cells, calcium flux, agonist mode. activation, % at 2 µM. 1% of 360,000 active. AID 504660; note: 0% is about no effect
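Inducible HEK293 T-REx D1 cells, force-coupled to calcium signalling, were plated at 4000 cells/well with tetracycline and held overnight at 30 C. After no-wash calcium dye loading, compound-evoked calcium rise over 180 s flagged agonists.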
TRHR agonist = activates the human TRH receptor. TRHR cells, calcium flux fluo-8, FDSS agonist mode. activation, % at 2 µM. 0.18% of 360,000 active. AID 493084; note: 0% is about no effect
Target sequence (P34981 whole entry, looked up): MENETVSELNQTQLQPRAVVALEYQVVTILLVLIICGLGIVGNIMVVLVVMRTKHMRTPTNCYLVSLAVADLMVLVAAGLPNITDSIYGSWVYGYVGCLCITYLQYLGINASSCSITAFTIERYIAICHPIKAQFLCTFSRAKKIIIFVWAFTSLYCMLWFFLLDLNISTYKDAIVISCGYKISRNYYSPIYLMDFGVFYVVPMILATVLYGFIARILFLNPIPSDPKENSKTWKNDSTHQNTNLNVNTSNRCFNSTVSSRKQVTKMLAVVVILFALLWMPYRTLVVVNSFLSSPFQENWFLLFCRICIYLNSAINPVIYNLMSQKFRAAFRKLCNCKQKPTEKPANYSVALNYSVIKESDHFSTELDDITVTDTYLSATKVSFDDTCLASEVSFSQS
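TRHR-expressing cells, plated overnight in medium with 10% serum, were loaded with fluo-8 calcium dye at room temperature. After a 10 s baseline, library compound was pin-added and calcium release was recorded kinetically (ex 480/em 530) as agonist response.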
TRHR PAM = allosteric enhancers of human TRH receptor | 0.66% of 360,000 active | P34981 | enhancement, % at 2 µM | TRHR cells, fluo-8 calcium fluorescence, EC20 TRH enhancement; in the data active = enhancement above about 30%; note: 0% is about no effect
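TRHR-expressing cells loaded with fluo-8 calcium dye were read kinetically (ex 480/em 530) during compound addition, then stimulated with an EC20 of TRH (10 nM final). Enhancement of the Gq-mediated intracellular calcium response was scored.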
D1 antagonist = blocks dopamine activation of the human D1 receptor. AID 504652. 3.2% of 360,000 active. activity change, negative = inhibition, % at 10 µM. P21728. HEK293 TREx D1 cells, calcium flux, dopamine EC80; hits give low values; in the data active = activity change below about -30%; note: % is set by controls: 0 for no effect and ±100 for the full control effect
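HEK293 T-REx cells expressing inducible, force-coupled D1 receptor; no-wash Ca dye, 30–90 min RT. Cmpd → 180 s read at 1 Hz → EC80 DA → 180 s read.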
The depositor's hits bear a star; · = not tested or not shown. Cut-off read from the data, not from the text of the source, unless noted: active = activation above about 30%; inactive = the rest. Not a hit list; any-hit rate near 7.1%.

SMILES	RXFP1 antagonist	D2 ag	D2 PAM	D2 antagonist	D1 potentiator	D1 agonist	TRHR agonist	TRHR PAM	D1 antagonist
COc1ccc(OCC(=O)Nc2ccc(N3CCOCC3)c(Cl)c2)cc1	-1	-1.8	5	-7	-5	1	0.0	0	-12
N#C/C(=N\Nc1ccc(F)cc1)C(=N)N1CCCCC1	1	1.1	0	10	-4	1	0.3	-2	·
COc1ccc(NC(=S)NNc2ccc(C(=O)O)cc2)cc1	-23	-0.3	10	-20	-3	0	-0.2	7	20
O=C(C1CCN(S(=O)(=O)c2cccc3cccnc23)CC1)N1CCN(C2CCCC2)CC1	·	1.1	-3	14	-3	-3	0.0	1	-5
Cc1nc2ccccn2c(=O)c1NC(=O)c1ccc(C(F)(F)F)cc1	-1	-1.4	-3	·	-1	0	-0.3	5	2
CCC(C(=O)NCc1ccccc1OC)n1nc(C)n2c(cc3sccc32)c1=O (configuration not stated)	-10	1.2	-6	·	-4	2	0.8	-8	-15
O=C(Cc1ccc([N+](=O)[O-])cc1)N1CCN=C1SCc1ccccc1	-3	2.2	-1	12	-4	13	1.7	-7	-4
Cc1onc(-c2c(Cl)cccc2Cl)c1C(=O)NCCCN1CCOCC1	-5	0.3	-22	43*	-7	0	0.5	-5	-10
COc1ccc(C(=O)COC(=O)c2cc(C)no2)c(OC)c1	0	·	·	·	·	8	-0.4	-8	-11
CCCCn1c(N)c(N(CCC(C)C)C(=O)c2cccc(-n3cnnn3)c2)c(=O)[nH]c1=O	2	-0.2	0	2	0	0	0.4	1	-1
CCn1c(/C=C/c2c[nH]c3ccccc23)nc2ccccc2c1=O	-11	-0.8	8	-10	1	1	-1.7	-3	-14
Cc1c(C(=O)OCC(=O)N(C)Cc2ccccc2)oc2ccccc12	-3	0.7	5	8	-2	7	0.5	-6	-2
COc1ccc(C(=O)CSc2n[nH]c(=O)[nH]c2=O)cc1	-2	-0.1	5	9	3	6	-1.5	-5	0
S=c1[nH]nc(-c2ccc3ccccc3n2)n1-c1ccc2ncccc2c1	5	0.0	-4	-6	-4	2	0.3	-1	-20
CC(C)COc1ccc(C(=O)Nc2ncn[nH]2)cc1	-10	5.0	19	-8	-3	2	-1.3	0	1
CCCNC(=O)CCc1c(C)nc2nc(C)nn2c1C	-13	11	1	-13	-6	6	0.9	-3	9
COc1ccc(S(=O)(=O)N(CC(=O)Nc2ccc3c(c2)OCO3)c2ccc(C)cc2)cc1	·	-0.6	-10	·	-1	-2	0.2	-6	7
CCN(c1ccccc1)S(=O)(=O)c1ccc(N2CCN(c3ccccc3O)CC2)nc1	-5	-0.7	9	-7	-3	-1	0.0	2	0
COc1ccc(C)cc1NC(=O)c1ccc2c(c1)C(=O)N(Cc1ccncc1)C2=O	-3	·	·	·	-1	0	-0.3	2	2
Cc1ccc(S(=O)(=O)N(C)C)cc1NC(=O)COC(=O)COc1ccccc1[N+](=O)[O-]	-7	·	-19	·	-9	3	-0.1	1	-8

An excerpt of these results, with bars between the fields.
molecule | RXFP1 antagonist | D2 ag | D2 PAM | D2 antagonist | D1 potentiator | D1 agonist | TRHR agonist | TRHR PAM | D1 antagonist
Cc1nc2ccccn2c(=O)c1NC(=O)c1ccc(C(F)(F)F)cc1 | -1 | -1.4 | -3 | · | -1 | 0 | -0.3 | 5 | 2
CCC(C(=O)NCc1ccccc1OC)n1nc(C)n2c(cc3sccc32)c1=O (configuration not stated) | -10 | 1.2 | -6 | · | -4 | 2 | 0.8 | -8 | -15
O=C(Cc1ccc([N+](=O)[O-])cc1)N1CCN=C1SCc1ccccc1 | -3 | 2.2 | -1 | 12 | -4 | 13 | 1.7 | -7 | -4
Cc1onc(-c2c(Cl)cccc2Cl)c1C(=O)NCCCN1CCOCC1 | -5 | 0.3 | -22 | 43* | -7 | 0 | 0.5 | -5 | -10
COc1ccc(C(=O)COC(=O)c2cc(C)no2)c(OC)c1 | 0 | · | · | · | · | 8 | -0.4 | -8 | -11
CCCCn1c(N)c(N(CCC(C)C)C(=O)c2cccc(-n3cnnn3)c2)c(=O)[nH]c1=O | 2 | -0.2 | 0 | 2 | 0 | 0 | 0.4 | 1 | -1
CCn1c(/C=C/c2c[nH]c3ccccc23)nc2ccccc2c1=O | -11 | -0.8 | 8 | -10 | 1 | 1 | -1.7 | -3 | -14

Continuation.
SMILES	RXFP1 antagonist	D2 ag	D2 PAM	D2 antagonist	D1 potentiator	D1 agonist	TRHR agonist	TRHR PAM	D1 antagonist
CCn1c(=N)c(C(=O)NCCCOC)cc2c(=O)n3cccc(C)c3nc21	2	-0.2	-5	5	-7	0	0.2	2	4
CC(C)(C)NC(=S)NCC1CC1	-2	0.1	11	-7	0	1	-1.4	-4	5
CCOC(=O)c1c(C)[nH]c(C(=O)COC(=O)COc2ccccc2C)c1C	-1	0.5	1	-13	-9	5	0.3	-8	-20
COc1ccc(CN(C)C(=O)COC(=O)c2ccc(-c3ccccc3)cc2)c(OC)c1OC	-22	1.6	-1	8	-7	16	0.9	-3	-17
O=C(NC1CCCCCC1)c1ccc(Br)o1	-15	0.2	1	3	·	1	-0.4	16	4
COc1ccc2c(c1)C(=O)CCC2c1ccccc1 (configuration not stated)	-10	·	·	·	-3	5	-0.5	1	-7
Cc1ccccc1NS(=O)(=O)c1ccc2c(c1)oc(=O)n2C	7	0.0	-4	7	-5	2	0.3	0	0
O=C(CCNC(=O)Cn1cnc2ccccc2c1=O)NCC1CCCO1 (configuration not stated)	-8	1.2	-6	6	1	2	0.6	-1	-8
COc1ccccc1N(O)C1CC(=O)N(c2ccc(Br)cc2)C1=O (configuration not stated)	-13	4.4	18	-10	-7	4	3.8	0	-1
CC(C)(C)c1ccc(-c2nc(SCC(=O)Nc3ccccc3F)n3[nH]c(=O)cc3n2)cc1	-64*	1.1	14	·	4	0	0.9	0	27
CCc1ccccc1-n1c(SCC(=O)N2CCCC2)nnc1-c1ccccn1	-3	-0.2	2	-5	-2	2	-1.2	-3	22
COc1ccccc1N1CCN(C2CC(=O)N(c3cccc(Br)c3)C2=O)CC1 (configuration not stated)	7	0.0	-8	11	-7	-1	0.0	25	-16
Nc1ccc(CCC(=O)N2CCCC2)cc1	2	-0.4	3	-16	1	5	-0.3	-1	-2
COc1cc(CNC(=O)CCCCCCC(C)C)ccc1O	·	·	-3	·	2	-1	-1.1	-3	-5
Cc1ccc(NC(=O)COC(=O)c2ccc(S(=O)(=O)N3CCCCC3)cc2)cc1	-5	0.5	-4	3	-13	3	0.4	-4	2
COCCn1cnc2cc(C)c(C)cc21	·	0.1	1	11	-4	1	-0.6	2	17
CCCCOc1ccc(CNC(=O)c2cccc(NC(=O)N3CCSc4ncccc43)c2)cc1	-23	-0.6	6	·	-4	4	0.1	-2	-28
Cc1cc2oc(C(=O)Nc3cccc(-c4nc5ccccc5o4)c3)c(C)c2cc1Cl	·	-1.2	2	·	0	3	-0.5	33*	-5
CCCSc1ccc(C(=O)Nc2ccc(Cl)cc2)cn1	-6	-0.2	-10	6	-2	4	0.7	10	-5
c1cncc(-c2nc3ccccc3o2)c1	0	-0.3	0	5	-11	16	-0.4	-2	-19
O=C(NC1CCCC1)C(c1ccncc1)N(Cc1ccccc1)C(=O)Cc1cccs1 (configuration not stated)	-7	-1.5	17	3	3	9	-1.0	8	0
COc1cccc(NC(=O)COC(=O)c2c(F)cccc2Cl)c1	4	-0.6	-1	-1	1	4	-5.8	-2	-8
Cc1ccc(N2C(=O)C3CCCN3C2=S)c(C)c1 (configuration not stated)	-19	-0.2	1	13	-5	3	0.6	9	-25
O=C(CN(C(=O)CCC(=O)Nc1ccccn1)c1ccc2c(c1)OCO2)NCc1ccc(F)cc1	1	0.1	-5	-15	-5	1	-0.6	4	7
CCOc1ccc(OCCCC(=O)ON=C(N)c2ccccc2Cl)cc1	0	-0.4	-9	9	5	2	-0.8	0	-8
CC(=O)Nc1ccc(S(=O)(=O)NC2CC(=O)N(c3ccc(C)cc3)C2)cc1 (configuration not stated)	-6	0.2	12	-16	-1	0	-0.3	-2	6
CCC/C=N/Nc1nnc(Cc2ccc(OC)c(OC)c2)c(=O)[nH]1	-29	-0.4	10	-7	-6	3	0.0	1	28
C[C@H](NC(=O)[C@@H]1Cc2ccccc2CN1)C(=O)Nc1ccc2c(c1)OCCO2	11	2.1	7	21	-3	1	1.0	6	-11
NC(=O)NC(Cc1ccccc1)C(=O)NCCCSc1ccccc1 (configuration not stated)	-20	0.2	-14	-3	-1	1	-0.1	1	12
COc1ccc(OC)c(NC(=O)c2ccc3c(Cl)c4c(nc3c2)CCCC4)c1	·	0.1	-4	·	-3	1	-0.2	4	-3
COC(=O)c1ccccc1NC(=O)c1ccc(C#N)cc1	·	·	·	·	4	2	0.3	7	6
CC1=C(C(=O)OCc2ccc3c(c2)OCO3)C(c2cccc([N+](=O)[O-])c2)NC(=O)N1 (configuration not stated)	-8	1.0	0	6	-4	3	0.4	27	-3
Nc1c(C(=O)CSc2nc3ccccc3o2)c(=O)[nH]c(=O)n1C1CC1	-5	·	·	·	·	10	0.0	8	4
O=C(Nc1ccccn1)c1ccc2ccccc2c1O	-15	-0.8	2	0	-8	2	-0.9	7	5
COc1cc(/C=N/N(C)C)ccc1OC(=O)c1ccco1	-14	0.4	0	-21	0	2	-0.1	41*	-4
Nc1cc(=O)[nH]c(SCC(=O)N2N=C(c3ccc(Cl)cc3)CC2c2ccco2)n1 (configuration not stated)	-30	0.2	0	0	-6	6	0.2	-5	1
COc1cc(CC(=O)OCC(=O)NCCc2ccc(S(N)(=O)=O)cc2)cc(OC)c1OC	8	-0.3	-9	-5	-5	4	0.3	23	-10
CCOc1ccc(NC(=S)Nc2cc(-c3ccccc3)[nH]n2)cc1	-9	0.3	11	1	2	12	-0.2	1	9
Cc1c(CNC2CCCCCC2)c(C(=O)O)c(C)n1Cc1ccc(F)cc1	-11	-0.5	-3	·	-1	0	1.0	0	0
COc1ccc(NC(=O)c2cccc(S(=O)(=O)NCc3ccco3)c2)c(OC)c1	0	0.7	10	4	-2	-2	-1.6	-3	16
COc1ccc(S(=O)(=O)N2CCOC2CNC(=O)C(=O)NCCc2ccc(OC)c(OC)c2)cc1 (configuration not stated)	7	1.9	11	-7	2	2	0.0	-1	8
COc1ccc(NC(=O)C2CCCN2S(=O)(=O)c2ccc3c(c2)CCC(=O)N3)cc1 (configuration not stated)	19	0.1	16	-7	-3	3	0.2	1	12
Nc1nnc(SCC(=O)NCCNC(=O)CSc2nnc(N)s2)s1	·	0.7	0	-2	6	1	0.8	4	1
COc1ccc(C(=O)N(C)Cc2ccccn2)cc1OC1CCN(C(C)C)CC1	-7	·	·	·	9	1	0.0	8	-21
CCOc1ccccc1C(=O)N/N=C/c1coc2ccc(Cl)cc2c1=O	-4	-2.0	8	-4	-1	1	0.3	3	-5
Cc1ccc(-c2cc(C(F)F)n3ncc(C(=O)Nc4ccc(S(=O)(=O)Nc5ccccc5C)cc4)c3n2)cc1	2	0.2	3	4	-1	2	1.1	-1	6

Compound activity deposited in PubChem by National Center for Advancing Translational Sciences (NCATS).
